Compound activity: PubChem BioAssay, National Center for Advancing Translational Sciences (NCATS)
KDM5B inhibitor: Primary screen for KDM5B Histone Demethylases FDH-coupled qHTS | Lysine-specific demethylase 5B (Homo sapiens), Q9UGL1 | KDM5B demethylase, FDH-coupled NADH fluorescence (FDH is formaldehyde dehydrogenase) | Potency, µM (doses to about 57.7 µM), without a hit: top-dose activity change, negative = inhibition, hits mostly inhibitors | 220,000 compounds, 2.6% hits | AID 1347165, 2019; active means well fitted inhibition curve with a large enough effect; inconclusive means small, poorly fitted or top-dose-only effect; inactive means no such curve, though single readings can be large or run the other way; further: 0% is about no effect; nearly all actives have a fitted effect of over 70% in size
Target sequence (Q9UGL1 whole entry, looked up): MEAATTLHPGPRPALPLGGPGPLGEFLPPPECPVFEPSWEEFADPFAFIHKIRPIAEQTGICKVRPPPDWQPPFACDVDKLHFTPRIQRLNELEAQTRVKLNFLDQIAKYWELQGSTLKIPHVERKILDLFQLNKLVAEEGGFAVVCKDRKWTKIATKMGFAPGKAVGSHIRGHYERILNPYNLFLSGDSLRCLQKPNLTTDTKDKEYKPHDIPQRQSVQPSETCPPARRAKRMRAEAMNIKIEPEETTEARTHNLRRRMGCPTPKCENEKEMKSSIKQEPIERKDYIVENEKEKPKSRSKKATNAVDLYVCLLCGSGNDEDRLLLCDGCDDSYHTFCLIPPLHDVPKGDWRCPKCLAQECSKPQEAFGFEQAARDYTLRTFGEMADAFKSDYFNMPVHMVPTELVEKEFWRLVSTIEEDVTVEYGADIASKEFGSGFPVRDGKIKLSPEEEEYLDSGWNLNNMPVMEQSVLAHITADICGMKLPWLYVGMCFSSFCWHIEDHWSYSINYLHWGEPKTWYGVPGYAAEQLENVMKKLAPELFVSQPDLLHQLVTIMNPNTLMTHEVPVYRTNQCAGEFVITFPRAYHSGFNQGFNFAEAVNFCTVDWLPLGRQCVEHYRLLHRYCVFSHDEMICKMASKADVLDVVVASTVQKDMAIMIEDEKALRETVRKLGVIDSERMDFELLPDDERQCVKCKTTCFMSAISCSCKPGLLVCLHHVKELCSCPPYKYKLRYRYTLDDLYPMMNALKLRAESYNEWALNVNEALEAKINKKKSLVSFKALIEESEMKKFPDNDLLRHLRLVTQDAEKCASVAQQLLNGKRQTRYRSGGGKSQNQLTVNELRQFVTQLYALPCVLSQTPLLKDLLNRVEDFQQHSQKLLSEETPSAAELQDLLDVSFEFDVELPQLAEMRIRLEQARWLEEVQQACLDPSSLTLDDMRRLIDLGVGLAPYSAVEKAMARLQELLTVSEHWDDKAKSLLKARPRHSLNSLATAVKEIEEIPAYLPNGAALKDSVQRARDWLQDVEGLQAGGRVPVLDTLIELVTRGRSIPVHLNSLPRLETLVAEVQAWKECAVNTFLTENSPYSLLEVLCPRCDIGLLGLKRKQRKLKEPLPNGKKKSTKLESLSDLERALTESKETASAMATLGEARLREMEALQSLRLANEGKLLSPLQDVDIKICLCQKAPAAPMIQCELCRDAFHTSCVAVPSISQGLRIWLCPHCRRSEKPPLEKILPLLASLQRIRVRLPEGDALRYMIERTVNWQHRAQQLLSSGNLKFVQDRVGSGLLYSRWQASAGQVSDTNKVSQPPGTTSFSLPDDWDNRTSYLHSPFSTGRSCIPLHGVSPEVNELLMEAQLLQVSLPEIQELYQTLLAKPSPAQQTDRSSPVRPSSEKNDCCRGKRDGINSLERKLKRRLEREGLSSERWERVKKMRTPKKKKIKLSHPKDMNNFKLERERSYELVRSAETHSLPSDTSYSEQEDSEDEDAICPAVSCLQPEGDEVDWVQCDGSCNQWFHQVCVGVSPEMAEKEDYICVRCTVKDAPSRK
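Here, H3K4me3 peptide (12.5 µM in substrate mix) is demethylated by KDM5BΔAP, 200 nM final, after 10 min compound exposure. Formaldehyde product is coupled through FDH (0.25 U/mL in mix) to NADH fluorescence; 30-min ΔRFU feeds dose-response curves.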
* marks the source's active call; other numbers are inactive results; ? = inconclusive; [ ] = dose if it differs, or a comment. Potency means the concentration at half of the fitted maximal effect. The list is partial, so the mix of outcomes need not match the whole.

molecule	KDM5B inhibitor
CCc1ccc(NC(=O)C(C#N)Cc2ccccc2OC)cc1 (configuration not stated)	4%
COc1cccc(CNC(=O)Cn2c(=O)c3c(ncn3C)n(C)c2=O)c1	1%
Cc1ccccc1CN1CCCC(CCNS(=O)(=O)C2CC2)C1 (configuration not stated)	4%
Cc1nc2nc(C)c(NS(=O)(=O)c3ccc(CC(C)C)cc3)c(=O)n2[nH]1	4%
CCN1C(=O)C2CC3(CCN(S(=O)(=O)c4cn(C)cn4)CC3)CN2C1=O (configuration not stated)	5%
COc1ccc(C)cc1COc1ccc(C#N)cc1OC	13%
COCCNC(=O)COC(=O)c1cc(-c2ccc(F)cc2)nc2ccccc12	?
Cc1occc1-c1nnc(SC(C)C(=O)NCc2ccccc2)o1 (configuration not stated)	-5%
CCOc1ccc(C(C)=O)cc1CN(C)Cc1ccc(C)cc1	11%
CCC(=O)N1CCC(CC)(N2CCNCC2)C1 (configuration not stated)	?
Cc1cc(C)c(OCC(=O)Nc2nonc2-c2ccc(Cl)cc2)c(C)c1	11%
CC(C)n1cc2cc(C(=O)N3CCCCC3)sc2c1	?
Cc1ccc(NC(=O)CSc2nc3c(sc4ccccc43)c(=O)n2CCCC(=O)NC2CCCC2)cc1C	-3%
CN(Cc1ccccc1OCC(=O)O)CC1CCN(C)C1(C)C (configuration not stated)	-3%
CCOc1c(Br)cc(C2CC(=O)Nc3cc4c(cc32)OCO4)cc1OC (configuration not stated)	0%
CN1C(=O)CC[C@]2(C(=O)NCc3cccc(C(F)(F)F)c3)CCCC[C@@H]12	0%
CCCCc1ccc(NC(=O)N[C@@H](CC(C)C)C(=O)O)cc1	23%
Cc1nnc(-c2cc(C(=O)NCCc3ccccc3)ccn2)n1Cc1cccnc1	-13%[86.2 µM]
COc1ccccc1NC(=O)c1cc2cc(Br)ccc2oc1=N	2%
CC1CCN([C@@H]2[C@H](O)[C@H](CO)O[C@@H]2CNC(=O)Nc2cccc(Cl)c2)CC1	-37%[86.2 µM]
Cc1cccc(OCC(=O)Nc2ccc(Cl)c(-c3nc4ncccc4o3)c2)c1C	?
COc1ccc(NC(=O)CN(C)c2nc(CN3CCOCC3)nc3sc(C)c(C)c23)cc1	6%
Cc1cccc(CN2CCCC(COc3ccccc3C(=O)N3CCOCC3)C2)c1 (configuration not stated)	-2%
CCSc1nnc2c(n1)OC(c1ccc(C)cc1)N(C(C)=O)c1ccccc1-2 (configuration not stated)	-1%
O=C(CSc1nc2c(c(=O)[nH]1)CCC2)Nc1ccccc1F	0%
CC(C)c1nc(C(=O)N2CCc3onc(-c4ccccc4F)c3C2)cs1	-23%
O=C(CCc1ccccc1)N1CCCCCC1c1nnc(-c2ccccc2)o1 (configuration not stated)	-11%
CCN1CCN(c2ccc(S(=O)(=O)N(CC)CC)cc2NC(=O)CCC2CCCC2)CC1	-22%
Fc1ccc(-c2nc(Nc3ccc(F)c(Cl)c3)nc3c2COc2ccccc2-3)cc1	?
O=C(COc1ccc(F)cc1)NCC(=O)N1CCCCCNC(=O)CC1c1ccccc1 (configuration not stated)	12%
COCC(C)NC(=O)Cc1nc(-c2ccccc2)oc1C (configuration not stated)	2%
COc1ccccc1CN1CCc2nc(C3CC3)nc(-c3ccc(O)cc3)c2CC1	?
CCN1CCN(C(=O)c2cc(-c3ccc(C)cc3)cn2CC)CC1	4%
Cc1ccc(C)c(NC(=O)CSc2ncc3c(n2)-c2ccccc2N(Cc2ccccc2C)S3(=O)=O)c1	1%
CN1C(=O)C2(CCN(C(=O)c3ccccn3)C2)c2ccccc21 (configuration not stated)	-19%[86.2 µM]
Cc1cnc(-c2ccccc2)n1CCNS(=O)(=O)c1ccccc1	-12%
Cc1cccc(-c2noc(CNC(=O)c3ccco3)n2)c1	-4%
O=[N+]([O-])c1cc(C(F)(F)F)ccc1NC1C2CC3CC(C2)CC1C3 (configuration not stated)	22%
O=C(CCN1CCN(c2ccccc2)CC1)c1ccc(Cl)cc1	?
CC(C)(C)c1ccc(OCCn2nc(C(=O)O)c3ccccc3c2=O)cc1	-20%
Cc1cccc(C(c2sc3nc(-c4ccco4)nn3c2O)N2CCN(Cc3ccccc3)CC2)c1 (configuration not stated)	-27%
CN(C)c1ccc(CNC(=O)Cn2c(=O)oc3cc(S(=O)(=O)N4CCCCCC4)ccc32)cc1	-32%
Cc1ccc(S(=O)(=O)N(C)Cc2cc3ccccc3[nH]c2=O)cc1	-16%
Cc1cnc(NC(=O)c2csc(NCCC(C)C)n2)s1	8%
OC(CN1CCN(c2ccccc2Cl)CC1)c1ccccc1 (configuration not stated)	?
CS(=O)(=O)N1N=C(c2ccco2)CC1c1ccccc1Cl (configuration not stated)	-5%
COc1ccc([C@@H]2CC(=O)C3=C(C2)Nc2[nH][nH]c(=O)c2[C@H]3c2cccc(Br)c2)cc1OC	-24%
COC(=O)CNC(=O)c1nc(C(C)(C)C)c2ccccn12	126µM*
CCc1nn(CCCC(=O)N2CCN(c3cc(Cl)ccc3C)CC2)c(=O)c2cc3occc3n12	?
CONC(=O)c1ccccc1C(=O)c1ccccc1	14%
Cc1nccn1CCN(C)C(=O)c1coc(COc2cccc(C(F)(F)F)c2)n1	2%
Cc1cccc(-c2cn[nH]c2C2CCN(C(=O)c3ccc(C)[nH]c3=O)CC2)c1	-3%
COc1ccc(C(=O)C(C)Cl)c(OC)c1 (configuration not stated)	15%
C/C(CC(=O)Nc1ccc2c(c1)OCCO2)=N\NC(=O)COc1ccc(C)cc1Br	0%
Cn1cc(CNC(=O)c2ccc(OC3CCN(S(C)(=O)=O)CC3)c(Cl)c2)cn1	28%
Cc1cc(C)c(S(=O)(=O)c2nnn3c2nc(NCc2ccc(F)cc2)c2ccccc23)c(C)c1	?
Cc1ccc(S(=O)(=O)c2cnc(SCC(=O)Nc3ccc4c(c3)OCCO4)[nH]c2=O)cc1Cl	0%
O=C(c1ccc2c(c1)OCO2)N1CCN2C(=O)N(Cc3ccc(F)cc3)C[C@H]2C1	7%[86.2 µM]
Cc1cc(C)c2c(=O)cc(C(=O)Nc3ccc(S(=O)(=O)Nc4nccc(C)n4)cc3)oc2c1	8%
COC(=O)C1=C(C)Nc2nc3ccccc3n2C1c1ccccc1F (configuration not stated)	?

(listing goes on)
molecule	KDM5B inhibitor
O=C(Nc1nnc(C2CC(=O)N(c3ccc(Cl)cc3)C2)s1)c1ccco1 (configuration not stated)	-5%
CS(=O)(=O)N1CCc2n[nH]c(=O)n2CC1	29%
COc1ccc(CNCCC(c2ccc(OC)cc2)c2ccccc2OC)cc1 (configuration not stated)	-12%
COc1ccc(Nc2ncnc3sc(-c4ccccc4)cc23)c(OC)c1	?
COc1cc(OC)c(OC)cc1/C=C1\N=C(SC)SC1=O	12%
O=C(CN(Cc1cccs1)CC1CCCO1)Nc1cccc(F)c1 (configuration not stated)	16%
O=C(COc1ccc(F)cc1)N1CCC2(CC1)CC(OCC1CC1)CCO2 (configuration not stated)	-9%
Cc1cnc(C2CCN(S(C)(=O)=O)C2)n1C(C)C (configuration not stated)	-11%
CC(=O)Nc1ccc(S(=O)(=O)N(C)CC(=O)NNC(=O)c2cccs2)cc1	23%
CCn1c(=O)cc(SCC(=O)Nc2cc(Cl)ccc2OC)c2ccccc21	?
Cc1cc2nc3n(c(=O)c2n1CC(=O)Nc1ccc(F)cc1F)CCC3	-1%
O=C(Nc1ccc(F)cc1F)c1ccc(-n2cnnc2)cc1	-12%
NS(=O)(=O)CCCC(=O)N1C[C@@H](C(=O)O)[C@H](c2cccc(F)c2)C1	-4%
O=C(CSC1=NC2(CCCCC2)Nc2ccccc21)Nc1ccc2c(c1)OCO2	?
O=C(CCn1cnnn1)N1CCC(N2C(=O)C3(CCCC3)C2c2ccccc2)CC1 (configuration not stated)	-18%
C#CC(C)(CC)NC(=O)/C=C/c1cc(OC)c(OC)c(OC)c1 (configuration not stated)	?
Cc1cccc(OCCc2noc(C3CCN(C(=O)NC4CCCCC4)C3)n2)c1 (configuration not stated)	18%
O=C(C[C@@H]1O[C@H](CNS(=O)(=O)c2ccccc2)[C@@H](O)[C@H]1O)NCCN1CCOCC1	-15%
O=C(CCN1CCN(CCO)CC1)Nc1cccc(Br)c1	-4%
Cc1ccc(NC(=O)CN2C(=O)COc3ccc(S(=O)(=O)N4CCCCC4)cc32)cc1Cl	4%

Among those listed so far, 3 contain a CF3 group:
molecule	KDM5B inhibitor
CN1C(=O)CC[C@]2(C(=O)NCc3cccc(C(F)(F)F)c3)CCCC[C@@H]12	0%
O=[N+]([O-])c1cc(C(F)(F)F)ccc1NC1C2CC3CC(C2)CC1C3 (configuration not stated)	22%
Cc1nccn1CCN(C)C(=O)c1coc(COc2cccc(C(F)(F)F)c2)n1	2%

Looked up one by one from above, 3 records:
molecule	KDM5B inhibitor
Cc1cc2nc3n(c(=O)c2n1CC(=O)Nc1ccc(F)cc1F)CCC3	-1%
O=C(CCN1CCN(CCO)CC1)Nc1cccc(Br)c1	-4%
CC(=O)Nc1ccc(S(=O)(=O)N(C)CC(=O)NNC(=O)c2cccs2)cc1	23%

New compounds follow
molecule	KDM5B inhibitor
COc1ccc2oc(-c3cccc(NC(=O)c4ccc(C#N)cc4F)c3)nc2c1	-17%
CCC(=O)NCC(c1cccs1)N(C)C (configuration not stated)	9%
COc1ccccc1N1CCN(c2ncnc3c2nc2n3CCCC2)CC1	-14%
O=C(C[C@@H]1CCNC[C@@H]1Cc1cc(CN2CCOCC2)on1)NCCN1CCOCC1	-11%
O=C(O)CC(CC(=O)Nc1ccc(-n2ccc(C(F)(F)F)n2)cc1)c1ccccc1 (configuration not stated)	7%
COc1ccc(N2CCN(S(=O)(=O)c3ccc(-c4coc(C)n4)cc3)CC2)cc1	?
CC(=O)c1cccc(NC(=O)O[C@@H]2CO[C@H]3[C@@H]2OC[C@@H]3Nc2nccc(C3CCCC3)n2)c1	4%
O=C(Nc1cccnc1)c1ccc(CSc2ccc(Cl)cc2)cc1	-7%
COCCNC(=O)[C@H]1C[C@H](Oc2ccccc2)CN1C(=O)NCc1ccc(C)cc1	-5%
CC1(C)CC(=O)C2=C(C1)OC(N)=C(C#N)C2c1ccc(C2C(C#N)=C(N)OC3=C2C(=O)CC(C)(C)C3)cc1 (configuration not stated)	19%
CN(Cc1ccccc1C(F)(F)F)CC1CC1	7%[86.2 µM]
CC1(C(=O)N2CCC(c3ccccc3)CC2)CCOCC1	9%[149 µM]
COCCCNC(=O)CN1CC2CC(C1)[C@H]1CCCC(=O)N1C2 (some centres not stated)	9%
CN1c2cc(C(=O)Nc3ccc(F)cc3)ccc2C(=O)N2CCCCCC21 (configuration not stated)	?
CSc1cccc(NC(=O)Cn2cccc2-c2nc(-c3ccc4c(c3)OCO4)no2)c1	?
Cc1cc2c(sc3c(C)ccc(C)c32)c(C)n1	-1%
COc1ccccc1NC(=O)Cn1c(=O)n(-c2ccc(C)cc2)c(=O)c2ccc(C(=O)NCc3ccco3)cc21	-14%
COc1cccc([S+](=O)([O-])N2CCc3nc(C(C)C)nc(-c4ccc(Cl)cc4)c3CC2)c1	0%[115 µM]
COc1ccc(OC)c(C(C)NC(=S)NC2CCCCC2)c1 (configuration not stated)	-4%
Cc1ccc(C)c(CN2C(=O)c3ccccc3S(=O)c3ccc(C(=O)NCCC4=CCCCC4)cc32)c1 (configuration not stated)	-24%

Exported with the structure last: entries from further up
KDM5B inhibitor	canonical_smiles
?	CN1c2cc(C(=O)Nc3ccc(F)cc3)ccc2C(=O)N2CCCCCC21 (configuration not stated)
?	CSc1cccc(NC(=O)Cn2cccc2-c2nc(-c3ccc4c(c3)OCO4)no2)c1
-1%	Cc1cc2c(sc3c(C)ccc(C)c32)c(C)n1
-14%	COc1ccccc1NC(=O)Cn1c(=O)n(-c2ccc(C)cc2)c(=O)c2ccc(C(=O)NCc3ccco3)cc21
0%[115 µM]	COc1cccc([S+](=O)([O-])N2CCc3nc(C(C)C)nc(-c4ccc(Cl)cc4)c3CC2)c1

Next part:
molecule	KDM5B inhibitor
CN1CCc2c(sc3c2C(=O)NC(c2ccc(C(C)(C)C)cc2)N3)C1 (configuration not stated)	?
Cc1ccc2nc(-c3ccc(Cl)c(NC(=O)COc4ccc(C(C)C)cc4)c3)oc2c1	3%
O=C(CSc1ccncc1)N1CCCC(O)(CN2CCCC2)C1 (configuration not stated)	?
Cc1noc([C@@H]2CC(F)(F)CN2C(=O)c2ccco2)n1	-10%
CCn1ncc(N2CCC(NC(=O)c3ccc(OC(C)C)cc3)CC2)cc1=O	-15%
c1ccc(SCc2nc(-c3ccc(C4CCCCC4)cc3)cs2)cc1	6%
COc1cc(=O)n2c(c1C(=O)Nc1ccccc1C)CCCC2	0%
CCCNC(=O)N1C[C@@H](Oc2ccccc2)C[C@@H]1C(=O)NCCOC	-26%
NCc1cccc(-c2ccsc2)c1	-9%[149 µM]
Cc1nn(C)c(C)c1CCC(=O)NCCc1ncc(C)n1Cc1ccc(F)cc1	32%
Cc1ccc(C2NC(=O)N(CC(=O)Nc3ccccc3)C3=C2C(=O)OC3)cc1 (configuration not stated)	19%
O=C(OCCOc1ccc(Br)cc1)c1ccccc1C(=O)c1ccc(Cl)cc1	-3%
